Compound activity (PubChem BioAssay)
Lamin A splicing = qHTS Assay for Modulators of Lamin A Splicing. HeLa LMNA splicing GFP/RFP minigene ratio, 48 h. Potency, µM (doses to about 46.1 µM), without a hit: top-dose ratio change, negative = inhibition, hits mostly inhibitors. 200,000 compounds, 0.01% hits. AID 1487, 2009; active means well fitted inhibition curve with a large enough effect in the signal ratio, with a control signal flat, not every such curve was filed as active; inconclusive means small, poorly fitted or top-dose-only effect, or effect the other way, or a change in a side signal; the % refers to the signal ratio; further: potency means the concentration at half of the fitted maximal effect; on the % scale 0 is the no-effect control and ±100 the full control effect
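Read-out is the ratio of GFP to DsRed2 object intensity, acquired by 488 nm laser-scanning cytometry on HeLa lamin A-EGFP minigene reporter cells. Compound incubation 48 hrs at 37 °C in Opti-MEM with 2% FBS; DMSO 0.5% final.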
HTT ATP protect = qHTS Multiplex Assay to Identify Dual Action Probes in a Cell Model of Huntington: Cytoprotection (ATP); PC12 HTT-Q103 induced, cytoprotection, ATP luminescence, 40 h; Potency, µM (highest dose often 56.4 µM), for inactives: cytoprotection (ATP increase), most hits filed as activators; 230,000 compounds, 0.14% hits;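 further: potency means the concentration at half of the fitted maximal effect; % of control where 0% means no effect; nearly all actives have a fitted effect of over 45% in size; toxic huntingtin expression switched on by the ecdysone agonist tebufenozide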
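Quantitative HTS on tebufenozide-induced (100 nM) PC12 cells expressing HTTQ103 exon 1–GFP; compounds tested as a concentration series; survival measured via cellular ATP.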
CBFb-RUNX1 inh = qHTS Assay for Compounds Blocking the Interaction Between CBF-beta and RUNX1 for the Treatment of Acute Myeloid Leukemia; 230,000 tested, under 10 active; Runt-related transcription factor 1 (Homo sapiens) + Core-binding factor subunit beta …; AlphaScreen CBFb-His/RUNX1-biotin binding, biochemical; Potency, µM (highest dose often 59.8 µM), without a hit: top-dose activity, negative = inhibition, hits mostly inhibitors; further: % of control where 0% means no effect
Target sequence (Q01196 whole entry, looked up): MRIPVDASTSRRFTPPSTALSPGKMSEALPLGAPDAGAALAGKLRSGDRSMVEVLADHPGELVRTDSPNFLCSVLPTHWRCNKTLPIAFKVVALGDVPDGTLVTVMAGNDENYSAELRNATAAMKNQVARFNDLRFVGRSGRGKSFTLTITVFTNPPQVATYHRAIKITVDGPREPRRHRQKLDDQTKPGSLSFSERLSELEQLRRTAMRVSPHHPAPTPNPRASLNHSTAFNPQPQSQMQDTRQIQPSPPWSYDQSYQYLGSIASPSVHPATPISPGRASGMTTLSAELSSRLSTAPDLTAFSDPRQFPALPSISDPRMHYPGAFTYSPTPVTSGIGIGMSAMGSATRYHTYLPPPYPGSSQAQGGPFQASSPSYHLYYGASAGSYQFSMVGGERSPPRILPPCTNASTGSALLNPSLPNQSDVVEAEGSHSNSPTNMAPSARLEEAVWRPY
Target sequence (Q13951 whole entry, looked up): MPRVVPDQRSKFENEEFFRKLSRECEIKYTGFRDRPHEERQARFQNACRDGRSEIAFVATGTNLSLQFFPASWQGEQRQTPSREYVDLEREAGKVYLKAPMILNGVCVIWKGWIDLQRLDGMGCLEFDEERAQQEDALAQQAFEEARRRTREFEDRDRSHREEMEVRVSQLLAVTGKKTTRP
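Interaction loss through any mechanism counts as activity. Pre-formed complex of His-CBF-beta and biotin-RUNX1 (30 nM apiece) is incubated with compound 15 min, then with 50 ng nickel and 50 ng streptavidin beads for 90 min before AlphaScreen detection.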
GAA inh = qHTS Assay for Inhibitors of Human alpha-Glucosidase as a Potential Chaperone Treatment of Pompe Disease; Lysosomal alpha-glucosidase (Homo sapiens), P10253; purified human GAA, 4-MU-alpha-glucoside fluorescence; Potency, µM (top dose mostly 76.9 µM), for inactives: at the highest dose activity change, negative = inhibition, most hits filed as inhibitors; 200,000 compounds, 0.005% hits; AID 1466, 2008;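 further: potency means the concentration at half of the fitted maximal effect; plate controls were uninhibited enzyme wells for no effect and no-enzyme background for full effect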
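Human alpha-glucosidase, 4 nM, pre-mixed with test compounds before 400 uM 4-methylumbelliferyl substrate; 20 min room temperature at pH 5.0. Fluorescence read after pH 10 stop; AC50 values from Hill-equation fits.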
HTT aggregate = qHTS Multiplex Assay to Identify Dual Action Probes in a Cell Model of Huntington: Aggregate Formation (GFP). AID 1688, 2009. 220,000 compounds, 1.1% hits. Potency, µM (titrated, usually from 46.1 µM), without a hit: at the top dose activity change, negative = inhibition, most hits filed as inhibitors. PC12 HttQ103-GFP aggregates, Acumen cytometry, 40 h; further: potency means the concentration at half of the fitted maximal effect; on the % scale 0 is the no-effect control and ±100 the full control effect; nearly all actives have a fitted effect of over 60% in size
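Compounds (qHTS titration) were added to PC12 cells expressing an ecdysone-driven HTT exon 1 Q103–GFP fusion after induction with 100 nM tebufenozide. Aggregate formation was measured as GFP objects in cell lysates.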
GAA glycogen = qHTS Assay for Inhibitors and Activators of Human alpha-Glucosidase Cleavage of Glycogen. recombinant GAA, glycogen substrate, Amplex Red glucose oxidase fluorescence. 300,000 compounds, 0.38% hits. Potency, µM (doses to about 76.4 µM), for the others: top-dose activity change, negative = inhibition, most hits filed as inhibitors. AID 2100, 2009;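 further: potency means the concentration at half of the fitted maximal effect; 0% = full enzyme reaction and -100% = no-enzyme basal signal; the screen sought inhibitors and activators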
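qHTS, 1536-well; enzyme 4 nM final; cpd up to 77 uM; substrate bovine liver glycogen 30 ug; 50 mM citrate/phosphate pH 5.0, 0.01% Tween-20; 37 C, 40 min; Amplex Red detection 45 min RT; Hill fit → AC50.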
GAA spleen mod = qHTS Assay for Inhibitors and Activators of Human alpha-Glucosidase From Spleen Homogenate | Lysosomal alpha-glucosidase (Homo sapiens), P10253 | human spleen homogenate, 4-MU-alpha-glucoside fluorescence | Potency, µM (top dose mostly 79.9 µM), for inactives: at the top dose activity change, negative = inhibition, usual class: inhibitors | 240,000 compounds, 0.006% hits | AID 2112, 2009;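 further: potency means the concentration at half of the fitted maximal effect; 0% = enzyme with vehicle and -100% = no enzyme basal signal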
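Human spleen homogenate (1 ug) incubated with compounds and 1 mM 4-methylumbelliferyl-alpha-D-glucopyranoside in pH 5.0 citrate/phosphate buffer, 37 C, 40 min. Stopped at pH 10; 4-MU fluorescence (Ex 365/Em 440 nm); AC50 by Hill fit.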
Active calls of the source: *; ? = inconclusive; / = no result given; & = joins results of further samples; [ ] = another dose, or the depositor's remark. Unless noted, the call rests on the fitted dose curve; in most records, active means well fitted curve in the direction sought with a large enough effect; inconclusive means small, poorly fitted or top-dose-only effect, or another doubt; inactive means no such curve, though single readings can be large; an effect the other way counts as inactive or inconclusive.

SMILES | Lamin A splicing | HTT ATP protect | CBFb-RUNX1 inh | GAA inh | HTT aggregate | GAA glycogen | GAA spleen mod
Cc1ccc([N+](=O)[O-])cc1/C=N/Nc1nnnn1-c1ccccc1 | 9% | -14% | 0% | -1% | -6% | 8% | -2%
COc1cc(OC)c2c(-c3cccc(-c4ccc(O)cc4)c3)cc(=O)oc2c1 | / | -219%[inhibitor] | 4%[89.1 µM] | / | / | / | 6%[119 µM]
CCN(CC(=O)NC(C)C)C(=O)c1ccc(Cl)cc1 | 1% | 10%[10 µM] | 1% | -1% | -5% | -2% | -3%
O=C(CCCN1C(=O)/C(=C\c2cccs2)SC1=S)NNC(=O)c1ccncc1 | -11%[46 µM] | 14% | ? | 4% | 0% | 0% | -5%
CC1CCN(c2c([N+](=O)[O-])nn(-c3ccc4c(c3)OCCO4)[n+]2[O-])CC1 | 7% | -15% | -18% | -7% | -8% | -13% | -6%
O=C(Nc1cc(C(F)(F)F)ccc1Cl)c1ccncc1 | 2%[46 µM] | -19% | 3% | -1% | -5% | 11% | -4%
CC(=O)Nc1ccccc1NS(=O)(=O)c1ccc(Cl)cc1 | -12% | 6% | -4% | -2% | -27% | 2% | -7%
C=C(C)COc1ccc2oc(C)c(C(=O)OCCOC)c2c1 | 2% | -7% | 25% | -2% | 5% | 5% | 0%
O=C(CNCc1ccc(F)cc1)Nc1ccccc1[N+](=O)[O-] | / | -25% | 6% | -1% | -2% | -9% | /
CC(C)(C)c1cc(Cc2ccccc2)[nH]n1 | 5% | 2% | 6% | -1% | 4% | 3% | 3%
Cc1c(NC(=O)Nc2ccccc2)cccc1[N+](=O)[O-] | ? | 29%[10 µM] | -3% | 0% | -21% | 5% | 7%
COC(=O)c1ccc(C2N=C(c3cccs3)CC(c3ccccc3O)N2)cc1 (stereo not drawn) | ? | -160%[inhibitor] | 0% | -4% | ? | 4% | 2%
CC(=O)C1=C(C)N(CC2CC2)C(=O)N[C@H]1c1cccs1 | 2% | 19% | -3% | -2% | ? | 6% | -2%&5%
CCC(C)[C@H](NC(=O)Nc1ccc(S(N)(=O)=O)cc1)C(=O)OC (stereo partly drawn) | / | -2%[10 µM] | 7% | / | -18%[9.22 µM] | -1% | -3%
CCc1ccc(N2C(=O)c3cc(N4CCOCC4)c([N+](=O)[O-])cc3C2=O)cc1 | 2% | 6%[10 µM] | 1% | 3% | ? | -4% | 3%
O=C1C=C(NCc2ccc(Cl)cc2Cl)C2(CCCCC2)O1 | -26% | -17% | 3% | 3% | -17% | 3% | 0%
CN1CCOc2cc(S(=O)(=O)Nc3ccc(F)cc3)ccc21 | ? | -8% | -5% | -6% | ? | -20% | -10%
CSc1ccc(C(=S)N2CCN(Cc3ccccc3)CC2)cc1 | -12% | 32% | -21% | -19% | -10% | -30% | 5%
O=C(CN1CCOCC1)NN=C(c1ccccc1)c1ccccc1 | / | 4%[10 µM] | -9% | / | -2%[9.22 µM] | 9% | 0%
Cc1cc(/C=N/NC(=O)C(O)(c2ccccc2)c2ccccc2)c(C)n1-c1ccccc1 | -9% | -5%[10 µM] | ? | 1% | 0% | 9% | 8%
CCOC(=O)c1ccc(N2C(=O)CC(N3CCC(O)(c4ccc(Br)cc4)CC3)C2=O)cc1 (stereo not drawn) | 6% | 2%[10 µM] | 3% | 9% | -26% | 8% | 0%
Cc1ccc(C)n1Cc1ccc(C(=O)O)cc1 | 3% | 8% | / | ? | -3% | ? | -20%
O=C(N/N=C/c1ccccn1)c1cc(-c2ccc3ccccc3c2)n[nH]1 | -21% | 9%[10 µM] | -29% | -4% | ? | -12% | 0%
Cc1oc2cc(O)ccc2c(=O)c1-c1ccccc1 | 9%[46 µM] | -42%[inhibitor] | 4% | 8% | -5% | -2% | /
O=C(Cc1c[nH]c2ccccc12)Nc1nccs1 | 23% | 1%[10 µM] | -7% | -11% | -8% | -2% | 1%
Cc1ccc(CCN2CC(C(=O)NC3CCCC3)CC2=O)cc1 (stereo not drawn) | 8% | 8% | 4% | 1% | 5% | -4% | 0%
COc1ccc(CN(CCC(c2ccccc2)C2CCOC(C)(C)C2)C(C)=O)cc1 (stereo not drawn) | ? | -14%[10 µM] | 2% | -5% | 13µM* | -8% | -7%
CC(=O)c1c(C(C)=O)c(C)n(NC(=O)c2ccccc2O)c1C | 1% | -12% | -5% | -4% | -11% | 7% | 4%
COc1ccc(CNC(=O)C(OC(=O)c2ccco2)c2ccc(OC)cc2)cc1 (stereo not drawn) | -10% | -2%[1.9 µM] | 4% | -13% | -11% | 4% | -12%
N#Cc1c(N)nc2c(c1-c1ccc3c(c1)OCO3)CCCCCC2 | 3% | -29% | 0% | -1% | -2% | 1% | -4%
Clc1ccccc1CSC1=NCCN1 | ? | 9% | 8% | 3% | 19% | -12% | 0%
Cc1cc(Cl)c(S(=O)(=O)NC2CCCCC2)cc1OCC(=O)Nc1nncs1 | ? | -13%[0.074 µM] | 1% | 6% | -15% | -7% | -8%
O=C(COC(=O)C1(c2ccccc2F)CCCC1)N1CCOCC1 | 2% | -22% | 7% | -7% | 8% | 8% | -7%
O=C(Cc1ccc2c(c1)CCCC2)Nc1ccccc1Br | 18% | -9% | 18% | -5% | 11% | -8% | -1%
CCSC1=NCCN1C(=O)c1ccc(S(=O)(=O)N(C)C)cc1 | 13%[9.22 µM] | 1% | 1% | -10% | -6% | 2% | 4%
C/C(=N\O)c1ccc(N2C(=O)C3CC=C(Cl)CC3C2=O)cc1 (stereo not drawn) | -8% | 13%[10 µM] | -2% | 4% | 2% | 4% | 7%

Entries of single compounds, looked up by structure.
Results for `N#Cc1c(N)nc2c(c1-c1ccc3c(c1)OCO3)CCCCCC2` = Lamin A splicing: 3%; HTT ATP protect: -29%; CBFb-RUNX1 inh: 0%; GAA inh: -1%; HTT aggregate: -2%; GAA glycogen: 1%; GAA spleen mod: -4%
Results for `O=C(Cc1c[nH]c2ccccc12)Nc1nccs1` = Lamin A splicing: 23%; HTT ATP protect: 1%[10 µM]; CBFb-RUNX1 inh: -7%; GAA inh: -11%; HTT aggregate: -8%; GAA glycogen: -2%; GAA spleen mod: 1%

Continuation:
SMILES | Lamin A splicing | HTT ATP protect | CBFb-RUNX1 inh | GAA inh | HTT aggregate | GAA glycogen | GAA spleen mod
O=C(CCn1c(=O)oc2ccccc21)NCCN1CCOCC1 | / | 31%[10 µM] | 2% | / | 8%[9.22 µM] | -2% | 4%
CCCCN(C(=O)c1cc2ccccc2o1)c1c(N)n(CC(C)C)c(=O)[nH]c1=O | 4% | 6%[10 µM] | -1% | 5% | -3% | 3% | 4%
COc1ccc(C(=O)C2CCCN(C3Cc4ccccc4C3)C2)c(OC)c1 (stereo not drawn) | 1%[46 µM] | -9%[10 µM] | 4% | ? | -1%[9.22 µM] | -5% | -12%
COc1ccc(C(=O)NC(=S)Nc2cc3oc4ccccc4c3cc2OC)cc1 | -8% | -5%[10 µM] | -3% | 10% | 24% | 3% | 1%
CCOc1ccc(C(C)(C)C)cc1S(=O)(=O)n1nc(C)cc1C | -4% | 4%[10 µM] | 18% | 0% | 8% | -6% | -6%
COc1ccc(-c2cc(C(F)(F)F)nc(SCC(=O)NCc3cnn(C)c3C)n2)cc1OC | -12% | 28%[10 µM] | 14% | 11% | 20% | 6% | -9%
O=C(CN1CCN(S(=O)(=O)c2ccc(Cl)s2)CC1)NCc1ccc(Cl)cc1 | ? | -25% | 5% | -6% | 19%[9.22 µM] | -2% | -2%
COc1cccc(-c2nccc(NCc3cccs3)n2)c1 | ? | -315%[inhibitor] | / | / | / | / | 9%
COc1ccccc1CN(C)CC(=O)NC1CCCc2ccccc21 (stereo not drawn) | / | -19% | 23% | -2% | -3% | 8% | /
Cc1cccc(N(Cc2cc3ccccc3[nH]c2=O)C(=O)c2ccco2)c1C | -13% | 14% | 1% | -3% | -8% | -3% | -13%
CCCOc1ccc(-c2c(C(=O)N/N=C/c3ccccc3)nnn2-c2nonc2N)cc1 | / | 36%[10 µM] | 15% | / | -1%[9.22 µM] | 2% | 7%
CCCNC(=O)c1nc(C)n(-c2cc(Cl)cc(Cl)c2)n1 | / | 0% | 2% | 14% | -4% | 19% | -5%
O=S(=O)(c1ccc(Cl)s1)N1CCN(c2ncccn2)CC1 | 4% | -26%[0.074 µM] | 5% | -6% | -17% | 7% | -1%
O=C(O)c1cccc(NC(=O)c2cn(-c3ccccc3)nc2-c2ccncc2)c1 | -21%[9.22 µM] | -89%[inhibitor] | -1% | -1% | -10%[9.22 µM] | 1% | -1%
CCCCn1c2c(c3ccccc31)CCc1nonc1-2 | ? | 12% | -5% | 0% | 22% | -4% | -3%
CCOC(=O)CNC(=O)CSc1ccc2nnc(-c3ccc(F)cc3)n2n1 | -8%[46 µM] | -14% | 20% | -6% | 8% | 10% | /
Cc1c(NC(=O)c2ccc(CN3CCc4ccccc4C3)cc2)c(=O)n(-c2ccccc2)n1C | -13% | 18%[10 µM] | 6% | -3% | 4% | -2% | -13%
O=C(Nn1c(-c2ccccc2)nc2ccccc2c1=O)c1ccc([N+](=O)[O-])cc1 | -6% | -14%[10 µM] | 8% | 3% | -18% | -6% | -7%
O=C(OCc1ccc(F)cc1Cl)c1ccccn1 | 15% | 12% | 7% | 0% | 3% | -7% | -3%

Gathered by group: those above with bromine.
SMILES | Lamin A splicing | HTT ATP protect | CBFb-RUNX1 inh | GAA inh | HTT aggregate | GAA glycogen | GAA spleen mod
CCOC(=O)c1ccc(N2C(=O)CC(N3CCC(O)(c4ccc(Br)cc4)CC3)C2=O)cc1 (stereo not drawn) | 6% | 2%[10 µM] | 3% | 9% | -26% | 8% | 0%
O=C(Cc1ccc2c(c1)CCCC2)Nc1ccccc1Br | 18% | -9% | 18% | -5% | 11% | -8% | -1%

No enrichment for hits, and some 1.5% of all compounds hit somewhere here.
